KLF5 inh: inhibitors of KLF5 expression; DLD-1 KLF5 promoter-luciferase reporter, luminescence; inhibition, % at 5 µM; 0.23% of 290,000 active; AID 1700;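 active means inhibition above a per-plate limit of that plate's mean compound inhibition plus 3 SD, cut at about 60% in these data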;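 further: 0% = DMSO wells and 100% = LY294002 at 200 µM; higher means less KLF5 promoter-driven luciferase light; inactives centre near -14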
AI-2 QS mod: modulators of Vibrio harveyi AI-2 quorum sensing system; 0.4% of 300,000 active; Vibrio harveyi JMH597 AI-2 luminescence/OD600 ratio, 9 h; active compounds read low; strain lacks LuxN and CqsS sensors; 0 = neutral-control median; activity change, % at 7.5 µM; in the data active means activity change below about -75%, passing the limit was not always enough; inconclusive means no clear call, values can overlap the other calls;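 further: luminescence divided by OD600 gain over 9 h not by final OD600 alone; inactives centre near 13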
HSF-1 act: increases HSF-1 driven luciferase reporter signal. NIH3T3-HGL HSF-1 luciferase reporter, MG132, 8 h; 100% = twice DMSO control signal. activation, % at 9 µM. 1.7% of 300,000 active;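 active means mean replicate activation of at least 50% with a set share of replicates each reaching 50%; inconclusive means only one of those two conditions met; inactive means mean below 50% and too few replicates reaching it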;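 further: 0% = median of the neutral control wells and 100% = twice that signal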
IEC-6 cytotox: counter-screen for KLF5 inhibitors: cytotoxicity in IEC-6 cells. 0.78% of 290,000 active. AID 1825. inhibition, % at 5 µM. IEC-6 cytotoxicity, luminescence viability; in the data active means inhibition above about 22%;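 further: 0% = plate median of test compound wells and 100% = cytotoxic reference compound wells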
GSK3A inh: inhibitors of human GSK-3 alpha kinase; ADP-Glo luminescence, 60 min; inhibition, % at 10 µM; 0.1% of 320,000 active;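 in the data active means inhibition above about 50%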;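 further: GST-tagged GSK-3 alpha with peptide substrate and 25 µM ATP; 0% = DMSO neutral wells and 100% = GW8510 positive control wells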
Target sequence (P49840 whole entry, looked up): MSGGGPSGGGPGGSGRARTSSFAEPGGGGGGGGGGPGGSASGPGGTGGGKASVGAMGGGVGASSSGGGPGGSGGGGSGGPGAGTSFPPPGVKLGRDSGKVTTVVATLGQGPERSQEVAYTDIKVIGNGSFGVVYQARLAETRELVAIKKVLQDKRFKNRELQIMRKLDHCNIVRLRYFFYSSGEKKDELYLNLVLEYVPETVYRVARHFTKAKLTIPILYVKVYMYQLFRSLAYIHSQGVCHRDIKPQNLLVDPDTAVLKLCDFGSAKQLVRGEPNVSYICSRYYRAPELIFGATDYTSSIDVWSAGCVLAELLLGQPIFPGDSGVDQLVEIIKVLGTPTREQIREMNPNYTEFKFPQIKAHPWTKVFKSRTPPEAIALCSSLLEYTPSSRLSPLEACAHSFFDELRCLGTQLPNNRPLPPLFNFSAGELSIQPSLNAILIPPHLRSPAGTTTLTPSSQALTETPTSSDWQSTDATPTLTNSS
HSP90 inh: HSP90 refolding inhibition in rabbit reticulocyte lysate. luciferase refolding luminescence, 3 h. inhibition, % at 5.6 µM. AID 1789. 0.91% of 290,000 active;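 active means inhibition above the screen-wide mean plus 3 SD, computed separately per campaign, cut at about 16% in these data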;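 further: 0% = DMSO wells and 100% = 60 µM geldanamycin wells; inhibitors lower the luminescence because luciferase stays unfolded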
GSK3beta inhib: inhibitors of human GSK3beta kinase; P49841; GST-GSK3beta kinase, ADP-Glo luminescence, 60 min; active compounds read low; activity score (negative = inhibition), % at 10 µM; 0.038% of 300,000 active; AID 2097;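 active means more than half of replicate wells score below -50%, meaning over 50% inhibition versus plate controls; inconclusive means some replicates but at most half score below -50%; inactive means no replicate scores below -50%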;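 further: 0% = median DMSO wells and -100% = median GW8510 positive control wells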
Target sequence (P49841 whole entry, looked up): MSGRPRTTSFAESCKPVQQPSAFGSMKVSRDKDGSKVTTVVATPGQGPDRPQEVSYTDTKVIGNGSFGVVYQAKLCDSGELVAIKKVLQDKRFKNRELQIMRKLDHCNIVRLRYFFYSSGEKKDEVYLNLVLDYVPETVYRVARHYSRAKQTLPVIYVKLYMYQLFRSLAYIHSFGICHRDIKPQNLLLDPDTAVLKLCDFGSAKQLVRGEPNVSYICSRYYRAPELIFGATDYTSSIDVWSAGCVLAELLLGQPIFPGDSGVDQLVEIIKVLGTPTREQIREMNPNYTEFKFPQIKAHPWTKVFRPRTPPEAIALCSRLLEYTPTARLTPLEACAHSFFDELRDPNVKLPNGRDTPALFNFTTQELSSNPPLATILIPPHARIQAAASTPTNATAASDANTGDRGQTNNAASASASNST
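Assay system: GST-fused GSK3beta enzyme, cell-free / Medium: Tris pH 7.5 buffer with MgCl2, DTT, BSA, heparin / Also added: peptide substrate plus 25 µM ATP (final) / Compound: 10 µM single point / Timing: kinase reaction with compound 60 min at room temperature / Detection: ADP-Glo luminescence / Benchmarks: DMSO neutral wells and GW8510 at 20 µM as positive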
HSF1 inhib: HSF1 inhibition; 0.77% of 300,000 active; NIH3T3-HGL HSE-luciferase, MG132-induced, luminescence 8 h; active compounds read low; activity change, negative = inhibition, % at 7.5 µM (by protocol);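 active means more than half of replicate wells show activity change below -50%, luminescence cut by over half; inconclusive means some wells, but at most half, below -50%; inactive means no replicate well below -50%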;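 further: luciferase reports HSF-1 transcriptional activity via heat shock element; 0% = median of DMSO wells and -100% = zero luminescence signal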
aSyn UTR inh: MLPCN primary screen, SNCA 5' untranslated region; alpha-synuclein 5'UTR reporter, inhibitor activity; inhibition, % (tested at 7.5 µM); 0.82% of 300,000 active; AID 1813; in the data active means inhibition above about 60%; inconclusive means no clear call, values can overlap the other calls;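 further: H4 neuroglioblastoma cells stably carrying SNCA 5'UTR luciferase fusion; 0% = DMSO wells and 100% = positive control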
HIF act: HIF pathway transcriptional activation | 0.32% of 300,000 active | U2OS HRE-luciferase reporter, luminescence; normalized: DMSO 0%, desferrioxamine 100% | activation, % at 7.5 µM (by protocol) | AID 1910;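 active means mean activation of at least 10% of the iron chelator positive control signal, with at least half of replicates also reaching 10%; inconclusive means mean and replicate majority disagree about reaching 10%; inactive means mean and most replicates under 10%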
Starred values were filed as active, the others as inactive; ? = inconclusive; / = no result given. Compounds were not picked by outcome; overall some 4.7% were active at least once.

SMILES	KLF5 inh	AI-2 QS mod	HSF-1 act	IEC-6 cytotox	GSK3A inh	HSP90 inh	GSK3beta inhib	HSF1 inhib	aSyn UTR inh	HIF act
Cc1cc(=O)oc(C)c1C(=O)NCc1cccnc1	-22	?	12	2	1	4	-3	3	-2	-0.5
COc1ccc(-c2[nH]ncc2-c2ccc3c(c2)OCCO3)c(O)c1	-34	44	-55	-2	2	-1	5	-45	36	2.7
CCOC(=O)CN1C(=O)N[C@@H](CCc2ccccc2)C(C(=O)OC)=C1C	/	20	29	/	-6	/	2	15	-17	0.7
O=S(=O)(c1ccccc1)C1CON(Cc2ccccc2)C1c1ccccc1 (centres undefined)	-4	6	-9	-12	-3	0	14	2	33	0.0
Cc1ccc(OCCCC(=O)NCc2ccco2)cc1	-16	-12	18	-4	-2	-3	-5	1	-5	0.4
CCOc1ccccc1-c1nc(-c2ccncc2)no1	-42	5	31	5	8	4	0	9	-42	0.0
Cc1ccnc(SCC(=O)Nc2sccc2C#N)n1	-52	-11	-5	-4	3	-1	-6	0	0	1.4
COc1cc(CC(=O)Nc2ccc(S(=O)(=O)N(C)C)cc2)cc(OC)c1OC	8	/	/	0	-3	-1	/	/	/	/
CC(=O)Nc1ccc(C(=O)N/C(=C/c2ccccc2)C(=O)N2CCCCC2)cc1	-39	9	3	4	-1	1	-4	-4	-2	-0.2
COc1ccc(Cl)cc1S(=O)(=O)n1nnc2ccccc21	-20	13	-19	-4	-5	-3	1	-12	18	-0.2
C=CCN(CC=C)C(=O)Nc1cc(OC)ccc1OC	-6	1	-33	3	6	-2	0	-17	0	0.1
COc1ccc(S(=O)(=O)N(CC(=O)N2CCN(C)CC2)c2ccc(C)cc2)cc1OC	-30	5	-32	-6	2	5	1	-14	8	-0.2
CCC(=O)Nc1ccc(NC(=O)c2ccco2)cc1	-117	1	/	0	-6	0	0	/	-136	2.2
O=C(Nc1c2c(nn1-c1ccc(F)cc1)CS(=O)(=O)C2)c1ccc(S(=O)(=O)N2CCOCC2)cc1	-2	13	0	7	-1	4	3	-6	13	0.2
CCN1CCN(C(c2ccccc2)c2nnnn2Cc2ccccc2)CC1 (centres undefined)	-4	13	20	-1	-4	-3	-1	-3	6	0.2
CCc1ccccc1NC1=NCC(=O)N1C1CCCCC1	-8	32	59*	-1	-2	0	5	33	3	-39
O=c1[nH]c(=O)n(Cc2ccco2)c2c1C(C(F)(F)F)(C(F)(F)F)N=C(c1ccc(F)cc1)N2	4	4	12	5	-3	0	2	4	-10	-0.4
CC(=O)OC(c1nc2ccccc2c(=O)n1C1CC2(OC1=O)c1ccccc1N1C(=O)C(C)(C)N(O)C12)C(C)C (centres undefined)	/	34	-10	/	1	/	0	2	-28	-0.5
Cc1ccc(/C=N/Nc2nc(Cl)c(Cl)cc2Cl)s1	-17	3	45	10	-1	-1	-5	11	-141	3.8
Cc1cc([N+](=O)[O-])nn1Cn1nc([N+](=O)[O-])cc1C	-20	-7	24	1	-2	-1	3	10	7	-0.7
S=C(Nc1ccc(Cl)cc1)NC1CC2CCCC(C1)N2C1CCCC1 (centres undefined)	-1	3	2	-4	2	3	0	0	22	0.0
COc1ccc(CN(CC2CCCO2)C(=O)c2cc3ccccc3oc2=O)cc1 (centres undefined)	-2	3	-2	-1	-1	-2	-4	3	-26	-1.0
CCCc1nc2ccccc2n1CCOC	-18	34	15	4	-4	-2	-2	-1	-16	0.9
COc1ccc2[nH]cc(CCNS(=O)(=O)c3ccccc3)c2c1	-40	6	-2	-7	0	2	0	-6	13	-0.1
Cc1ccccc1NC(=O)Nc1cnccn1	-33	15	-9	6	-2	7	1	1	-5	-1.0
CSc1nc2c(c(=O)[nH]1)C(c1ccc(Br)cc1)CC(=O)N2 (centres undefined)	1	6	9	-10	0	-2	-1	2	1	0.4
CN1CCN(S(=O)(=O)c2cccc([N+](=O)[O-])c2)CC1	14	2	11	0	-4	-2	1	-4	-18	0.2
COc1ccc(CSC2=NCCN2)cc1Br	-24	20	6	5	-2	-8	-5	1	-6	-0.5
Fc1ccccc1CN1CCC(Cc2ccccc2)CC1	5	13	12	3	-1	-2	-3	1	-15	-1.1
Cc1ccoc1C(=O)Nc1cccc2ccccc12	-40	1	6	-2	0	-4	-1	6	-92	3.0
O=C(COC(=O)COc1ccccc1)Nc1ccc(OC(F)(F)F)cc1	-24	24	3	7	-3	-2	-1	-3	-14	-23
COc1ccc(C(=O)Cn2nnc(-c3ccccc3F)n2)cc1	-28	-86*	12	-1	-2	-2	-1	0	-10	1.8
COc1cccc(/C=C/c2[nH]c(=O)[nH]c(=O)c2[N+](=O)[O-])c1O	-33	16	-16	-5	-2	4	4	0	-4	-0.5
CN(C)Cc1c(O)ccc2oc(Cc3ccccc3)cc12	-14	22	18	-5	2	-1	-12	6	2	0.5
C=CC1=C2C=C(C3CC3)N(CC3CC3)C=C2C(=O)C(C)(OC(=O)c2ccco2)C1=O (centres undefined)	/	13	9	/	5	/	-1	1	8	-0.2
Cn1c(=O)c2c(nc(N3CCCCCC3)n2CCSc2nc3ccccc3o2)n(C)c1=O	-1	-5	-13	-2	-3	-1	-1	-8	13	0.3
Cc1ccc(SCC(=O)NCCSC(C)(C)C)cc1	-31	1	23	2	1	2	-4	16	-50	1.6
c1ccc(CN(Cc2ccccc2)c2nn[nH]n2)cc1	27	14	/	-1	-4	-2	2	/	-5	0.1
O=S(=O)(c1ccc2[nH]c3c(c2c1)CCCC3)N1CCCCC1	-20	20	25	11	-1	-1	2	12	13	-0.3
CN(Cc1ccccc1)c1ccc(N2C(=O)CCCC2=O)cc1[N+](=O)[O-]	17	29	-3	0	4	-5	3	-4	23	0.3
N#C/C(=C/c1ccc(CNS(=O)(=O)c2ccccc2)o1)C(N)=O	-20	19	-8	1	0	-2	-1	1	-8	-0.3
Cc1cccc(C)c1N(CC(=O)Nc1cccc(N(C)S(C)(=O)=O)c1)S(C)(=O)=O	8	9	9	-3	-2	1	-2	0	-32	0.1
Cc1sc2ncnc(N3CCC(C)CC3)c2c1C	0	4	27	2	-3	-6	1	-1	47	-2.8
CCOC(=O)C1CCN(C(=O)c2cc3cc(F)ccc3[nH]2)CC1	-10	4	16	3	-2	-3	-2	-2	8	-14
CCCC(C(=O)NC(C)(C)C)N(CC1CCCO1)C(=O)c1snc(C(N)=O)c1N (centres undefined)	-28	18	9	-1	0	-1	1	-4	-22	-0.5
C/C(CC(=O)N(C(C)C)C(C)C)=N\NC(=O)COc1ccc(Br)cc1Br	-26	0	16	2	-4	8	4	-6	14	-0.1
CC(=O)c1cc(CN2CCN(CCC(C)C)C(CCO)C2)cs1 (centres undefined)	-6	6	-6	-2	3	0	2	-6	-3	-0.2
CC(C)c1cc(C(=O)NCc2ccco2)no1	-24	26	7	0	-1	-1	-2	0	-47	1.8
CN1CCN(C2=Cc3ccc(Cl)cc3Sc3ccc(F)cc32)CC1	-32	1	27	0	-19	3	2	2	-23	-40
C=CCNC(=O)CN(c1cc(Cl)ccc1OC)S(=O)(=O)c1ccc(C)c([N+](=O)[O-])c1	-6	19	12	-4	9	0	0	5	11	-0.3
O=C1C(c2ccc(F)cc2)N(CC2COc3ccccc3O2)C(=O)CN1C1CCCCC1 (centres undefined)	-3	3	-4	-2	2	-2	2	-3	4	-0.3
O=C(NC1CCCCC1)c1cc(Cl)nc2ccccc12	-12	5	27	2	0	-1	-23	4	-19	-0.2
CNC(=S)N1CCN(CCNC2=CC(=O)CC(C)(C)C2)CC1	-30	8	-12	-6	2	2	-4	-3	-19	0.2
CCOC(=O)CS(=O)(=O)CC(=O)Nc1ccc([N+](=O)[O-])cc1OC	-1	-5	-3	-16	-3	7	0	-1	-19	-0.4
CC(C)CNc1nc2c(c(=O)n(C)c(=O)n2C)n1Cc1cccc(Br)c1	-30	5	-1	4	-1	1	3	4	20	0.3
COc1ccc(/C=C/C(=O)OCC(=O)Nc2cccc(C(C)=O)c2)cc1	2	-2	-5	5	-5	0	-4	0	-19	-0.3
O=C1c2ccccc2NC(c2ccccn2)N1c1ccc(Cl)cc1 (centres undefined)	-69	-6	22	1	1	-3	2	9	-138	1.1
Cc1cccc(C(=O)NCC(=O)OCC(=O)NC2CCCCCCC2)c1	/	18	-11	/	-2	/	1	-9	-2	-0.5
Cc1ccc(C)c(NC(=O)/C(C#N)=C/c2ccc[nH]2)c1	-21	13	-1	7	-1	-1	-1	5	-3	0.0
COc1ccc(OCC(Cn2cnc3ccccc32)OC(C)=O)cc1 (centres undefined)	-28	17	-1	4	-3	3	0	2	0	0.1

Copied from the list:
For KLF5 inh, O=C(NC1CCCCC1)c1cc(Cl)nc2ccccc12 reads -12
For HSF-1 act, O=C1c2ccccc2NC(c2ccccn2)N1c1ccc(Cl)cc1 (centres undefined) reads 22

(cont.)
SMILES	KLF5 inh	AI-2 QS mod	HSF-1 act	IEC-6 cytotox	GSK3A inh	HSP90 inh	GSK3beta inhib	HSF1 inhib	aSyn UTR inh	HIF act
O=C(Nc1ccc2c(c1)OCO2)C1CCN(C(=O)c2ccc([N+](=O)[O-])cc2)CC1	-1	8	9	-3	-3	2	-1	0	3	-0.1
N/C(CSc1ccc(Cl)cc1)=N\NC(=O)c1ccncc1	-10	19	-5	-7	-6	-2	-2	-2	30	-0.2
COc1ccccc1C(C)NCC(=O)Nc1ccccc1C(F)(F)F (centres undefined)	7	11	-7	5	-1	-1	8	4	13	-0.1
C/C(=C\C=C\c1ccccc1)C(=O)c1c(C)cc(C)[nH]c1=O	-30	11	10	-3	9	10	-2	1	-17	-0.2
CN(C(=O)c1ccc2nc(N)sc2c1)c1ccccc1	-1	-3	3	2	1	3	-5	-5	-13	-1.3
CCCCn1nnc(NC(=O)C(c2ccccc2)c2ccccc2)n1	-13	20	2	-5	-2	4	1	1	-1	0.1
CCCCN(C)C(=S)Nc1ccc2nc(N3CCN(CC)CC3)cc(C)c2c1	-26	19	-71	3	1	9	-5	-64*	-70	1.0
Nc1nc(N2CCN(Cc3ccccc3)CC2)n[nH]1	-2	14	-3	-2	-1	-2	0	-1	22	-0.1
CCn1cc(/C=N/NS(=O)(=O)c2ccc(OC)cc2)c(C)n1	-20	25	/	3	5	-1	2	/	/	/
Cc1ccc(-c2nc(CSCC(=O)NCCN3CCN(Cc4ccccc4)CC3)c(C)o2)cc1	4	4	-8	5	-3	1	1	-12	20	-1.3
C/C(=N\NC(=O)c1n[nH]c2c1CCC2)c1ccco1	61	/	19	79*	10	3	-8	14	44	1.6
O=S(=O)(NCCSc1nc2ccccc2o1)c1ccccc1	-17	-2	-20	6	-1	1	0	3	-14	-0.2

Compound activity deposited in PubChem by several laboratories.
